# Screening data: PubChem, National Center for Advancing Translational Sciences (NCATS)
# PI4K2A block – inhibitors of human PI4K2A. Q9BTU6. purified PI4K2A, ADP-Glo luminescence, 1 h; active compounds read low. activity change, negative = inhibition, % at 76.9 µM. 420,000 tested, 0.13% active. AID 1346378; in the data active = activity change below about -50%; inconclusive = mostly about -30% to -49%;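 also: -100% = wells without enzyme as full effect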
#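 ADP-Glo luminescence measured ADP generated by PI4K2A enzyme (4 ug/mL before mixing) with 1.2 mM PI substrate (pre-mix) and 300 microM ATP (pre-mix). Tris pH7.5 buffer with MgCl2, Triton X-100; 1 h reaction at ambient temperature.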
# JMJD2A Tudor inh – blocks the human JMJD2A Tudor domain. O75164. AlphaScreen JMJD2A-Tudor / H3K4me3 peptide binding. Potency, µM (top dose mostly 114 µM), without a hit: at the top dose activity change, negative = inhibition, hits mostly inhibitors. 390,000 tested, 4.4% active. AID 504339; also: potency is read from the fitted curve at half-maximal effect; % is scaled to controls: 0 for no effect and ±100 for the full control effect; nearly all actives have a fitted effect of over 50% in size
# HP1b binding inh – HP1-beta chromodomain-methylated histone interaction inhibition | AID 540317 | P83916 | Potency, µM (highest dose often 114 µM), inactives show at the highest dose activity change, negative = inhibition, most hits filed as inhibitors | AlphaScreen HP1-beta / biotin-H3K9me3 peptide binding | 390,000 tested, 0.56% active; also: potency is read from the fitted curve at half-maximal effect; nearly all actives have a fitted effect of over 70% in size; inactives centre near 23
# Target sequence (P83916 whole entry, looked up): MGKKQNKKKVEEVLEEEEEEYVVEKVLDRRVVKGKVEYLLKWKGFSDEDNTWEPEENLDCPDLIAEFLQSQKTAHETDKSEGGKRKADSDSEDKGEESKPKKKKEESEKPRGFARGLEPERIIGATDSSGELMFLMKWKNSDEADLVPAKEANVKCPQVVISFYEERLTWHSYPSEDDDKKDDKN
#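 HP1-beta protein (50 nM final) preincubated 30 min at room temperature with biotinylated H3(1-18)K9me3 peptide (50 nM) in PBS pH 7.4, 0.01% Tween-20, then compound added for 30 min. AlphaScreen streptavidin donor/nickel chelate acceptor beads (10 ug/mL final), 30 min dark, luminescence read.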
# POLH inh – DNA polymerase eta (human) inhibition; Potency, µM (highest dose often 114 µM), for inactives: at the top dose activity change, negative = inhibition, hits mostly inhibitors; 390,000 tested, 1.2% active; Q9Y253; recombinant Pol eta, fluorescent DNA replication assay; also: potency is read from the fitted curve at half-maximal effect; % is scaled to controls: 0 for no effect and ±100 for the full control effect
#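 Pol eta (10 nM) was preincubated with compounds for 15 min at room temperature, after which fluorescent replication substrate (50 nM final) was added to start the reaction. Fluorescence was read kinetically at 0 and 10 min.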
# G9a block – blocks human histone lysine methyltransferase G9a | Q96KQ7 | G9a H3K9 monomethylation, AlphaScreen, 2 h | Potency, µM (doses to about 102 µM), for the others: at the top dose activity, negative = inhibition, hits mostly inhibitors | 350,000 tested, 8.8% active | AID 504332; also: potency is read from the fitted curve at half-maximal effect; % is scaled to controls: 0 for no effect and ±100 for the full control effect; nearly all actives have a fitted effect of over 75% in size
# Target sequence (Q96KQ7 913-1193 limits assumed): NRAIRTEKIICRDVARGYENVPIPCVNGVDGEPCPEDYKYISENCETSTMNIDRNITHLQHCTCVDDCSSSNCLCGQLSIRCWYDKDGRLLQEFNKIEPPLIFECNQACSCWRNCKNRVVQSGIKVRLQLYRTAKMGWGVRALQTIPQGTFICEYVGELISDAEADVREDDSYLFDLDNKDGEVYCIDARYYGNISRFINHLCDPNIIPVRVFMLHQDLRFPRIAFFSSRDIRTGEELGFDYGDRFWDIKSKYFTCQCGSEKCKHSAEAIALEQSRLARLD
#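 Step 1: enzyme (final 20 nM) with compound, 15 min RT. Step 2: substrate peptide 500 nM and SAM 20 uM, 2 h RT. Step 3: anti-H3K9me1 antibody and AlphaScreen beads, 10 min, then plate read.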
# GLS inh – blocks human kidney-isoform glutaminase activity; Potency, µM (top dose mostly 45.5 µM), inactives show top-dose activity change, negative = inhibition, usual class: inhibitors; 410,000 tested, 0.21% active; AID 624170; O94925; GLS enzymatic activity, qHTS titration; also: potency is read from the fitted curve at half-maximal effect; % is scaled to controls: 0 for no effect and ±100 for the full control effect
#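 Read-out is an Amplex red fluorescence increase coupled through glutamate oxidase and HRP, measured before and after 30 min room-temperature incubation. hKGA is in 45 mM KH2PO4 (pH 8.2) with 0.02% Tween-20; glutamine added as 1mM solution.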
# PGK inhibitor – inhibitors of T. brucei phosphoglycerate kinase | Potency, µM (titrated, usually from 57.5 µM), inactives show at the top dose activity change, negative = inhibition, most hits filed as inhibitors | PGK/GAPDH coupled, Kinase-Glo luminescence, 60 min | 380,000 tested, 0.043% active | P07378; also: potency is read from the fitted curve at half-maximal effect; % is scaled to controls: 0 for no effect and ±100 for the full control effect; nearly all actives have a fitted effect of over 60% in size
# Target sequence (P07378 whole entry, looked up): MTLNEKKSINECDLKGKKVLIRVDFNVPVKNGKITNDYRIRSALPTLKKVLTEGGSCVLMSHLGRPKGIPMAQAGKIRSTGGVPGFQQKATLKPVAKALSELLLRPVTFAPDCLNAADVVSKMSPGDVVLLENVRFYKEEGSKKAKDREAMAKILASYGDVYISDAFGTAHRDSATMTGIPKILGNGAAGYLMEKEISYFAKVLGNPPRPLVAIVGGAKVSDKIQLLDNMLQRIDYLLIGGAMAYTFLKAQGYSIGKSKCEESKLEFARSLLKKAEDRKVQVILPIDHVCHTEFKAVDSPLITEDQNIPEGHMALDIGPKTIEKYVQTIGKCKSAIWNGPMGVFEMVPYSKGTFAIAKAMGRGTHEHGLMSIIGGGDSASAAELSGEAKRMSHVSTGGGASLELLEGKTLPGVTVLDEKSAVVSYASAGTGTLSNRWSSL
#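 Recombinant glycosomal PGK reaction used 1,3-bisphosphoglycerate generated in-well by GAPDH (100nM final) in 100mM TEA pH 7.6, 5mM MgCl2, 0.01% Tween-20. After 60 minutes at room temperature, ATP was read by Kinase-Glo Plus luminescence end-point.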
# BAZ2B block – blocks human BAZ2B; Q9UIF8; AlphaScreen BAZ2B-H3K14Ac peptide displacement; Potency, µM (titrated, usually from 114 µM), without a hit: at the top dose activity change, negative = inhibition, usual class: inhibitors; 360,000 tested, 4.4% active; also: potency is read from the fitted curve at half-maximal effect; % is scaled to controls: 0 for no effect and ±100 for the full control effect; nearly all actives have a fitted effect of over 60% in size
#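 Multi-concentration screen (max 110 uM) measuring displacement of acetylated histone H3 peptide from BAZ2B by AlphaScreen, using 50 nM protein, 50 nM peptide and 10 ug/mL streptavidin donor plus Ni-chelate acceptor beads.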
# Pin1 inh – inhibitors of human Pin1; Potency, µM (highest dose often 115 µM), without a hit: at the top dose activity, negative = inhibition, usual class: inhibitors; Pin1 FP peptide displacement, HiFluor488, 10 min; 390,000 tested, 0.009% active; AID 504891; Q13526; active = well fitted inhibition curve with a large enough effect in the polarisation, with a control signal flat, not every such curve was filed as active; inconclusive = small, poorly fitted or top-dose-only effect, or effect the other way, or a change in a side signal; inactive = no such curve, though single readings can be large or run the other way; the % refers to the polarisation; also: potency is read from the fitted curve at half-maximal effect; % is scaled to controls: 0 for no effect and ±100 for the full control effect
# Target sequence (Q13526 whole entry, looked up): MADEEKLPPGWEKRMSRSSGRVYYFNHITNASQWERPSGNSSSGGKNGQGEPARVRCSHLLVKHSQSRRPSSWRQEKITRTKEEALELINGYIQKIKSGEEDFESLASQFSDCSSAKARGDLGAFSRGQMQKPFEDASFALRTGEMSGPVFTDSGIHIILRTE
# * marks the source's active call; other numbers are inactive results; i = inactive; ? = inconclusive; . = no result given; [ ] = remark or other dose. Unless noted, calls follow the shape of the dose curve; as a rule, active = well fitted curve in the direction sought with a large enough effect; inconclusive = small, poorly fitted or top-dose-only effect, or another doubt; inactive = no such curve, though single readings can be large; an effect the other way counts as inactive or inconclusive. Some of the compounds tested; count on the stated rates, not on these rows.
SMILES,PI4K2A block,JMJD2A Tudor inh,HP1b binding inh,POLH inh,G9a block,GLS inh,PGK inhibitor,BAZ2B block,Pin1 inh
CN(c1ccc(C(=O)NCc2ccccn2)cc1)S(=O)(=O)c1ccc(Cl)cc1,-2,-10%,32%,-11%,19%,0%,-10%,-18%,-2%
Cc1cc(C)cc(NC(=S)N=Nc2c(O)n(C)c3ccc(S(=O)(=O)N4CCOCC4)cc23)c1,1,-27%,-17%,-10%,?,-1%,2%,-27%,7%
CCN1CCN(C(CNS(=O)(=O)c2ccc(Cl)cc2)c2ccccc2)CC1 (stereo not given),-7,-22%,-1%,-4%,6%,4%,3%,3%,-7%
Cc1ccc(S(=O)(=O)N2CCCN(S(=O)(=O)c3ccc(C)c(C)c3)CC2)cc1C,3,-7%,36%,-26%,4%[59 µM],-1%,0%,2%,2%
Cc1ccc(S(=O)(=O)N2CCC(C(=O)NNC(=O)c3ccccc3O)CC2)cc1C,2,-30%,32%,-5%,47%[activator],20%,i,8%,-2%
Cc1[nH]n(C2=NCCS2)c(=O)c1N=Nc1ccccc1,-1,?,-5%,-16%,.,9%,i,-21%,-9%
NC(=O)c1c(NC(=O)c2c(F)cccc2F)sc2c1CCN(Cc1ccccc1)C2,-5,-3%,41%[activator],-14%,.,-2%,-5%,7%,?
Cc1csc(N(C)C(=O)CSc2nnc(COc3ccccc3C)o2)n1,5,-13%,20%,4%,-4%,1%,i,0%,7%
Cc1ccc2nc(C(O)C(O)c3nc4ccc(C)cc4[nH]3)[nH]c2c1 (stereo not given),4,-28%,29%,11%,-11%[12.7 µM],13%,3%,-32%,5%
COc1ccc(NS(=O)(=O)c2cccc(NC(=O)c3ccc(S(=O)(=O)N4CCCCCC4)cc3)c2)cc1,-4,-20%,2%,-6%,11%[59 µM],8%,-4%,-5%,?
CCN1C(=O)c2ccccc2S(=O)c2ccc(C(=O)NCc3ccc(F)cc3)cc21 (stereo not given),-8,2%,37%[activator],-9%,5%[59 µM],-1%,-7%,-15%,0%
COc1ccc(-n2c(=S)[nH]c3cc(C(=O)NC4CCCCC4)ccc3c2=O)c(OC)c1,2,-4%,37%,-10%,1%,-11%,i,-2%,-2%
COc1ccccc1CN(C)CC(=O)Nc1cccc2ccccc12,-2,-5%,19%,-1%,50µM*,0%,7%,2%,-6%
Cc1c(C(=O)OC2CCC(C)CC2)[nH]c2c1C(=O)CC(c1ccc(N(C)C)cc1)C2 (stereo not given),-2,-21%,-6%,13%,-33%[59 µM],-5%,-7%,-30%,0%
Cc1cc(C)c(C(=O)C[n+]2cccc(C(N)=O)c2)c(C)c1,3,-13%,1%,-14%,-20%,18%,-4%,-5%,11%
Cc1c(C(=O)Nc2cccc(Cl)c2)oc2ccc(S(=O)(=O)N3CCCCCC3)cc12,1,-18%,-13%,-9%,1%[59 µM],-17%,i,5%,30%[activator]
O=C(Nc1ccccc1Cl)C(=O)c1cn(CC(=O)N2CCOCC2)c2ccccc12,-2,-4%,3%[57 µM],-2%,.,0%,-8%,18%,4%
O=C(OC(C(=O)Nc1cc(Cl)cc(Cl)c1)c1ccccc1)C1=COCCO1 (stereo not given),-4,4%,51%[activator],-24%,6%[59 µM],0%,0%,-4%,13%
Cc1cc(C)n(CC(=O)Nc2ccc3c(c2)OCO3)c(=O)c1C#N,-1,-3%,36%,-25%,1%[0.501 µM],-8%,7%,3%,1%
O=C(COC(=O)C1CC2C=CC1C2)Nc1cccc(S(=O)(=O)N2CCOCC2)c1 (stereo not given),-3,-7%,62%[activator],-21%,.,0%,-2%,1%,-2%
CCOC(=O)C1C(=O)C=C(c2cccs2)CC1c1ccccc1C (stereo not given),-1,-13%,49%[activator],?,4%,0%,i,-5%,8%
Cc1ccc(NC(=O)c2ccco2)c(NC(=O)c2ccccc2)c1,1,-21%,18%,-9%,-2%,1%,-6%,-14%,-7%
Cc1ccc(Cl)cc1NC(=O)CN1C(=O)CCc2ccccc21,-3,-5%,65%[activator],-9%,14%[59 µM],3%,i,-12%,3%
C[C@@H](NC(=O)[C@@H]1Cc2ccccc2CN1C(=O)OC(C)(C)C)C(=O)NCc1ccco1,-1,-16%,19%,?,-15%[0.0925 µM],2%,1%,-6%,-2%

# Compound profiles (already shown). Values in the order: PI4K2A block	JMJD2A Tudor inh	HP1b binding inh	POLH inh	G9a block	GLS inh	PGK inhibitor	BAZ2B block	Pin1 inh
# Record of O=C(OC(C(=O)Nc1cc(Cl)cc(Cl)c1)c1ccccc1)C1=COCCO1 (stereo not given) = -4	4%	51%[activator]	-24%	6%[59 µM]	0%	0%	-4%	13%
# Record of COc1ccccc1CN(C)CC(=O)Nc1cccc2ccccc12 = -2	-5%	19%	-1%	50µM*	0%	7%	2%	-6%

# New compounds follow:
SMILES,PI4K2A block,JMJD2A Tudor inh,HP1b binding inh,POLH inh,G9a block,GLS inh,PGK inhibitor,BAZ2B block,Pin1 inh
Fc1cccc(Cc2noc(CN3CCCCC3CCc3ccccn3)n2)c1 (stereo not given),-4,-11%,30%,-7%,27%,-7%,1%,3%,6%
COc1ccc(S(=O)(=O)N(C)CC(=O)NCC2CCCO2)cc1OC (stereo not given),-2,-14%,12%,-11%,14%,0%,-1%,-1%,-4%
Cc1ccc(C(=O)N/N=C\c2ccccc2[N+](=O)[O-])cn1,6,-5%,-1%,-26%,75%[activator][59 µM],-7%,-5%,-15%,3%
Cc1ccc(C)c(N2CCN(C(=O)CCn3c(=O)c4cccn4c4cccnc43)CC2)c1,-2,?,-15%,-12%,-4%[59 µM],-9%,-1%,-12%,3%
CC(C)(C)OC(=O)NCc1ccc(NC(=O)c2nc[nH]c2C(=O)NCCCNC(=O)c2[nH]cnc2C(=O)Nc2ccc(CNC(=O)OC(C)(C)C)cc2)cc1,5,-19%,48%[activator],14%,.,-1%,i,.,13%
COc1cc(NC(=O)c2cc(-n3cnnc3)ccc2Cl)cc(OC)c1,-2,-5%,44%[activator],-2%,-49%[12.7 µM],0%,-4%,7%,2%
Cc1cc(Nc2nc3ccccc3[nH]c2=O)n(-c2ccccc2)n1,-2,10%,34%,-5%,-24%[59 µM],2%,-1%,-19%,5%
CCOC(=O)N1N=C(c2ccc(OC)cc2)CC1(O)C(F)(F)F (stereo not given),1,-21%,32%,1%,1%,0%,.,0%,-2%
CCOc1ccc(NC(=O)CN(C)C(=O)c2ccc3nc(CC)c(CC)nc3c2)cc1OCC,-1,-19%,17%,-23%,50µM*,0%,-2%,0%,11%
CN(C)Cc1c(O)ccc2occ(C(=O)c3ccccc3)c12,-2,-13%,17%,-14%,-6%[59 µM],30%[activator],-1%,?,0%
COc1cc(NS(=O)(=O)c2c(C)nc3sc(C)c(C)n3c2=O)cc(OC)c1,3,4%,41%[activator],-20%,3%[59 µM],-4%,-8%,-1%,-1%
COC(=O)COc1ccc(S(=O)(=O)N2CCCCCC2)cc1,3,-6%,16%,-15%,-41%,4%,-2%,.,-14%
CCCC1=C(C(=O)OCC)C(c2ccncc2)n2ncnc2N1 (stereo not given),-4,-20%,10%,-5%,-6%,20%,0%,-3%,-2%
CCOC(=O)c1c(NC(=O)CSc2nnc(C)c(=O)[nH]2)sc2c1CCC2,4,-21%,-10%,?,-31%[59 µM],22%,0%,-9%,5%
O=C(c1ccc(F)cc1F)N1CCC(N2CCC(C(=O)N3CCOCC3)CC2)CC1,6,-1%,55%[activator],-13%,18%,-7%,0%,-14%,?
Cc1ccccc1-c1noc(CSc2nc3ccccc3[nH]2)n1,2,9%,52%[activator],-17%,-3%[59 µM],-4%,2%,7%,20%
S=C1NCCNC(=S)NCCOCCOCCN1,-1,40µM*,-9%,-19%,-6%[59 µM],1%,1%,-17%,0%
CCN(CC(=O)Nc1ccc(Cl)c(C(F)(F)F)c1)CC(=O)NC1CCS(=O)(=O)C1 (stereo not given),-3,-14%,24%,-26%,16%,1%,0%,18%,4%
CC(C)(C)C1CCc2c(sc(NC(=O)c3cc4ccccc4c(=O)o3)c2C(N)=O)C1 (stereo not given),-3,-3%,8%,1%,10µM*,-6%,8%,4%[57.1 µM],1%
Cc1ccc(N(CC(=O)NC(C)C)C(=O)CCC(=O)Nc2nccs2)cc1,-1,-4%,16%,6%,8%[59 µM],-1%,-2%,-21%,0%
CCn1nc(C)cc1C(=O)N1CCc2c([nH]c3ccccc23)C1c1cc(F)ccc1F (stereo not given),-2,?,?,-24%,.,2%,0%,?,-10%
Cc1cc(C)n2ncc(C(=O)NCCc3ccccc3)c2n1,1,-21%,4%,0%,4%[59 µM],7%,0%,7%,-1%
COC(=O)c1ccc[n+](CC(=O)Nc2ccc(OC(F)F)cc2)c1,-3,?,?,-4%,45µM*,0%,-4%,-14%,1%
O=C(O)c1cc(O)ccc1NC(=O)C1CCCO1 (stereo not given),1,-14%,74%[activator],0%,6%[59 µM],6%,7%,1%,9%
COc1ccc(-c2nc3c(c(SCC(=O)Nc4ccccc4F)n2)Cc2cc(C)ccc2O3)cc1,0,-13%,36%,-17%,-4%[59 µM],-6%,5%,0%,4%
Cc1cnc(NC(=O)CSc2nnc(COc3ccccc3)o2)s1,-4,-11%,43%[activator],-15%,9%,-4%,i,-1%,-4%
BrC(=C\c1ccccc1)/C=N/N1CCN(c2ccccc2)CC1,1,-29%,-30%,1%,20µM*,-5%,-5%,?,0%
COc1ccc(N=Cc2c(O)[nH]c3ccccc23)cc1OC,-4,?,-9%,-25%,50µM*,4%,6%,?,?
O=C(Nc1cccc(C(=O)NC2CC2)c1)c1ccc(F)c(S(=O)(=O)N2CCOCC2)c1,-3,-14%,19%,-11%,12%[0.501 µM],6%,-4%,-3%,-3%
